Assay outcomes as filed in PubChem.
NR2E3 ag-1: inhibitors of NR2E3-RetCOR corepressor binding, primary screen, NR2E3 agonist project, biochemical, TR-FRET, GST-NR2E3, biotin-RetCOR | Photoreceptor-specific nuclear receptor (Homo sapiens), Q9Y5X4 | 1536-well | inhibition of corepressor binding, % at 4.78 µM | 320,000 tested, 0.12% active | AID 2300, 2010;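 active means percent inhibition above the cutoff of mean plus 3 SD of all tested compounds, set per screening campaign, cut at about 20% in these data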;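 further: 0% = DMSO wells and 100% = biotin wells as full block of FRET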
Target sequence (Q9Y5X4 whole entry, looked up): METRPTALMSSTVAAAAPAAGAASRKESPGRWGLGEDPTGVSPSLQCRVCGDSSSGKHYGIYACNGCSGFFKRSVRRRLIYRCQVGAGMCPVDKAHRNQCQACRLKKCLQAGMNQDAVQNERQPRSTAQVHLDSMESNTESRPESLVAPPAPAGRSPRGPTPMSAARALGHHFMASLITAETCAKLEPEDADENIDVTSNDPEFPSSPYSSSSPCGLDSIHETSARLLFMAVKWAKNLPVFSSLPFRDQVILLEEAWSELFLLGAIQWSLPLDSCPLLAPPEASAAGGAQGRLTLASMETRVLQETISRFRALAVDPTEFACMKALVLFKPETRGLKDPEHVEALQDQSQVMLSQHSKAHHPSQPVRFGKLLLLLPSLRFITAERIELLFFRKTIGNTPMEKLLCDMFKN
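Material: NR2E3–RetCOR corepressor complex / Incubation: Compound–protein incubation for 5 h at 4 °C / Dosing: compound at 4.8 µM, single dose / Detection: time-resolved FRET / Benchmarks: high control biotin, low control 0.6% DMSO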
HTR2A ag: mouse Htr2a agonists via beta-arrestin recruitment, primary screen, cell-based, luminescence; 5-hydroxytryptamine receptor 2A (Mus musculus), P35363; CHO-K1 mHTR2A beta-arrestin complementation; percent of 30 µM serotonin response; 360,000 tested, 0.66% active; activation, % at 7.6 µM;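 active means activation above a run cutoff, the mean activation of all tested compounds plus 3 SD, cut at about 14% in these data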;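 further: 0% = plate median of compound wells and 100% = 30 µM serotonin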
Target sequence (P35363 whole entry, looked up): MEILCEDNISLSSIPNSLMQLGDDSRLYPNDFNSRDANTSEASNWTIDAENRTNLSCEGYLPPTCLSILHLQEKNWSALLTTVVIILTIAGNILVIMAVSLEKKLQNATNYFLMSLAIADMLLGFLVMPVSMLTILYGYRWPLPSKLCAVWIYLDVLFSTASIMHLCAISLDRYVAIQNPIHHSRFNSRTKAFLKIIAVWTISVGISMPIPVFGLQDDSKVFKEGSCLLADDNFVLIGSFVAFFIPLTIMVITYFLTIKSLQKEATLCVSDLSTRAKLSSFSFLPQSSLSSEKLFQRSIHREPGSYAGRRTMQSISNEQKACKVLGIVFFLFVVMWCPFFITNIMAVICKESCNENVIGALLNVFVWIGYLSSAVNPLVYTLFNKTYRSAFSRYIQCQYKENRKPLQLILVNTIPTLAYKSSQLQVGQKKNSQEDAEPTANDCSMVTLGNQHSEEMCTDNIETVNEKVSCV
iPSC survival up: enhancers of single-cell hiPSC survival, primary screen, ATPlite luminescence; 100% = ROCK inhibitor wells, 0% = DMSO; survival enhancement, % at 20 µM; 360,000 tested, 0.044% active; in the data active means survival enhancement above about 18%;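 further: cells exposed to compounds for 16 hours before the ATP read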
Shn3 inh set2: reduction of Shn3 3'UTR firefly luciferase signal, primary screen, Schnurri-3 inhibitor project, cell-based, Clone20 osteoblasts, set 2. Clone20 osteoblast Shn3 3'UTR firefly luciferase, 24 h. inhibition, % at 12.5 µM. 360,000 tested, 0.52% active;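 active means mean inhibition of at least 75% with every replicate also reaching 75%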;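 further: 0% = median of neutral control wells and 100% = pilot-screen positive control compound; some compounds past the cut are filed as inactive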
TRPM1 prom inh: inhibitors of MITF-dependent TRPM1 promoter reporter, primary screen, cell-based, SK-MEL-5, single point, luciferase. SK-MEL-5 TRPM1 promoter luciferase, 24 h. inhibition, % at 12.5 µM. 330,000 tested, 0.83% active. AID 488899, 2010;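 active means mean inhibition across replicates of 60% or more, whatever share of single replicates reaches that level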; further: values of inactives mirror those of a sister screen read the other way
HIF-2a inh: HIF-2a reporter inhibitors, primary screen, luminescence, 786-0 RCC cells; AID 624352, 2012; 786-0 RCC cells HIF-2a reporter, luciferase luminescence, overnight; inhibition, % at 18.8 µM; 360,000 tested, 0.72% active;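 active means inhibition of the luminescence signal of 40% or more relative to plate controls, in a single-dose primary screen at 18.75 µM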
CaV13 FRET inh: Primary screen for inhibitors of IQ motif and Ca2+-dependent inactivation inhibitor domain binding in CACNA1D, Förster resonance energy transfer in living cells, … | HEK cells, CFP/YFP FRET ICDI-IQ, plate reader, 10 min; percent FRET-ratio fall versus neutral wells | inhibition, % at 12.3 µM | 340,000 tested, 0.098% active | AID 743397;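 active means mean replicate inhibition of at least 30% and at least 1% of replicates passing that level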;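 further: 0% = median of the neutral control wells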
NR2E3 ag-2: NR2E3 agonists in two-hybrid cells, primary screen, cell-based, luminescence, CHO-S, Gal4-NCOR/VP16-NR2E3. inhibition of corepressor binding, % at 3.98 µM. AID 602229, 2012. luciferase. Photoreceptor-specific nuclear receptor (Homo sapiens), Q9Y5X4. 360,000 tested, 0.35% active;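 active means inhibition above the mean of all tested compounds plus 3 SD, cut at about 70% in these data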;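 further: 0% = DMSO with NR2E3 transfected cells and 100% = cells lacking NR2E3 construct; higher means lower luciferase signal from less NR2E3 corepressor binding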
Peg3 promoter: Peg3 promoter-driven luciferase inhibitors, primary screen, cell-based, HeLa, luciferase luminescence; inhibition, % at 20 µM; HeLa PEG-Prom luciferase reporter, overnight; 360,000 tested, 1.7% active;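 active means inhibition of at least 50% at 20 µM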
Cardio protect: cardioprotection against H2O2-induced cell death, primary screen, uHTS, H9c2 cells, ATPLite luminescence; H9c2 cardiomyocytes, H2O2 injury protection, 2 h; protection from H2O2 cell death, % at 20 µM; 360,000 tested, 0.63% active; AID 588492, 2011;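 active means compounds giving at least 50% protection of heart cells from peroxide-induced death in the single-dose screen, raw or plate-pattern-corrected value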;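 further: 0% = DMSO wells with peroxide and 100% = DMSO wells without peroxide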
PDI turbidity: inhibitors of human PDI, primary screen, biochemical, turbidity, single point, plate reader. 350,000 tested, 0.052% active. inhibition, % at 10 µM. Protein disulfide-isomerase (Homo sapiens), P07237. PDI insulin aggregation turbidity, A650, 90 min;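 active means mean inhibition across replicates of 30% or more, whatever share of single replicates reach that level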;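 further: absorbance from insulin aggregation driven by PDI reduction with DTT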
Starred values were filed as active, the others as inactive; · = no result given.

The opening two compounds (preview)
SMILES | NR2E3 ag-1 | HTR2A ag | iPSC survival up | Shn3 inh set2 | TRPM1 prom inh | HIF-2a inh | CaV13 FRET inh | NR2E3 ag-2 | Peg3 promoter | Cardio protect | PDI turbidity
Cc1ccc(S(=O)(=O)N2CCOCC2)cc1NC(=O)COC(=O)CCC(=O)c1ccc(F)cc1 | · | 0.1 | 5.6 | -78.8 | 0.4 | 13.6 | -3.8 | -4.4 | 9.0 | -10.2 | -3.6
Cc1ccccc1NC(=O)CSc1nc2ccccc2c(=O)n1CC1CCCO1 (stereo not given) | · | -1.2 | -0.5 | 3.2 | 12.4 | 12.5 | -3.2 | -10.0 | 17.3 | 5.1 | 7.7

The listing, from the start:
SMILES | NR2E3 ag-1 | HTR2A ag | iPSC survival up | Shn3 inh set2 | TRPM1 prom inh | HIF-2a inh | CaV13 FRET inh | NR2E3 ag-2 | Peg3 promoter | Cardio protect | PDI turbidity
Cc1ccc(S(=O)(=O)N2CCOCC2)cc1NC(=O)COC(=O)CCC(=O)c1ccc(F)cc1 | · | 0.1 | 5.6 | -78.8 | 0.4 | 13.6 | -3.8 | -4.4 | 9.0 | -10.2 | -3.6
Cc1ccccc1NC(=O)CSc1nc2ccccc2c(=O)n1CC1CCCO1 (stereo not given) | · | -1.2 | -0.5 | 3.2 | 12.4 | 12.5 | -3.2 | -10.0 | 17.3 | 5.1 | 7.7
CCCCc1c(-c2ccccc2OC)ncn1C1CCCC1 | · | -3.9 | 0.2 | · | · | -22.1 | -10.6 | -22.2 | · | · | ·
COc1ccc(N(CC(=O)N2CCCC2)S(=O)(=O)c2ccc(NC(C)=O)cc2)cc1 | -3.3 | 4.7 | 2.7 | 4.9 | 4.7 | -1.3 | -6.8 | 9.7 | 9.4 | -0.2 | -0.5
O=C(NC1(C(F)(F)F)NC(=O)N(Cc2cccnc2)C1=O)c1ccccc1Cl (stereo not given) | 0.3 | 4.5 | -0.9 | 2.0 | 8.4 | 9.8 | -8.5 | -28.7 | 16.3 | -3.7 | 0.2
CC(C)(CNC(=O)C1CCN(S(=O)(=O)c2cc([N+](=O)[O-])ccc2Cl)CC1)N1CCOCC1 | · | 2.4 | -0.4 | -25.8 | 11.6 | 4.5 | -8.9 | -4.2 | -3.6 | 19.4 | -11.5
O=C(c1cccc(S(=O)(=O)N2CCc3ccccc3C2)c1)N1CCN(c2ccc(O)cc2)CC1 | 1.7 | -2.8 | -1.1 | 2.5 | 0.3 | 18.6 | -3.0 | 8.7 | 23.6 | -5.3 | -5.8
COc1ccc(CNC(=O)C2CCCN(S(=O)(=O)c3c(C)noc3/C=C/N(C)C)C2)cc1 (stereo not given) | 3.2 | 3.5 | 0.3 | 1.4 | -0.8 | 2.2 | -4.1 | -10.1 | 8.8 | 1.1 | -9.1
COCC(=O)N(Cc1cc2ccccc2[nH]c1=O)c1ccc(OC)cc1 | 0.8 | 3.0 | -2.6 | 0.4 | 13.3 | 4.6 | -0.6 | -1.2 | 15.1 | -6.2 | -2.6
c1ccc(COc2ncnc3c2ncn3CCCN2CCN(Cc3cccc4ccccc34)CC2)cc1 | · | -5.7 | -2.2 | 70.9 | · | -20.9 | -8.4 | -16.7 | 101.2* | -17.1 | 9.5
CCn1nc(NS(=O)(=O)c2ccccc2)c2cc3cc(C)ccc3nc21 | -3.2 | -2.7 | 1.0 | -16.3 | 10.2 | -16.6 | -7.4 | 7.8 | -17.1 | -2.6 | 3.7
COC(=O)c1c(N2C(=O)CC(Sc3ccccc3C(=O)O)C2=O)sc(C)c1C (stereo not given) | -0.1 | -4.6 | 2.6 | 10.2 | -0.4 | 18.1 | -9.9 | -2.3 | 9.6 | 11.1 | 0.3
Cn1c(NNC(=O)c2cccc3ccccc23)cc(=O)n(C)c1=O | -2.0 | 3.5 | 0.5 | -8.4 | · | 17.2 | -2.8 | -15.7 | -1.6 | -1.1 | ·
NC(=O)C(c1ccccc1)c1ccc(C(=O)c2ccccc2)cc1 (stereo not given) | -0.7 | -1.5 | -0.4 | 19.0 | 18.1 | 24.3 | -4.4 | 7.3 | 36.8 | -11.1 | -8.6
COc1ccc(NC(=O)c2cc(-c3cc(C)c(C)cc3O)n[nH]2)c(OC)c1 | 2.3 | -1.9 | -0.8 | -1.4 | -16.6 | -11.9 | -2.1 | -18.6 | -7.4 | -9.2 | -2.0
COc1ccc(COC(=O)C2CCN(S(=O)(=O)c3ccc(F)cc3)CC2)cc1 | 3.2 | 4.2 | -0.2 | -3.0 | -3.9 | -12.9 | -5.0 | -6.2 | 1.4 | -5.8 | -1.9
COc1ccc(NC(=O)c2cc(C3CCCCN3C(=O)c3cc(OC)c(C)c(OC)c3)on2)c(C)c1 (stereo not given) | · | 2.8 | -2.2 | 8.2 | · | 23.6 | -10.2 | 10.3 | 28.8 | 1.9 | -7.5
CCOC(=O)C1=CCN(S(=O)(=O)c2ccccc2Cl)C1c1cccc(C)c1 (stereo not given) | · | -2.3 | -0.3 | 7.6 | · | 13.8 | -5.7 | 4.3 | 28.7 | -2.7 | ·
Cc1cc2c(s1)CCCCC(=O)N2 | -2.1 | -2.4 | -0.7 | 7.2 | -10.3 | 6.6 | · | 10.2 | -2.3 | 2.8 | 5.8
Cc1cccc(NC(=O)CN2C(=O)N/C(=C/c3cc(C)n(-c4cccnc4)c3C)C2=O)c1 | 3.0 | 7.5 | 0.5 | 5.3 | 12.8 | 5.8 | -6.4 | 2.1 | 2.5 | 3.1 | 1.6
CN(Cc1ccc(OC(F)F)cc1)C(=O)c1ccc2c(=O)n3c(nc2c1)CCC3 | 2.9 | 6.8 | -0.4 | -6.6 | 1.2 | 7.1 | -6.3 | 8.4 | 5.7 | 10.1 | 9.8
Cc1cccc(OCC(=O)N/N=C/c2sc(=O)n(Cc3cccc(C(=O)O)c3)c2Cl)c1 | 1.0 | -0.4 | -0.6 | -6.6 | 2.2 | 30.0 | -8.3 | -1.1 | 22.8 | -3.4 | 4.3
O=C(COc1coc(CN2CCN(c3ccccc3F)CC2)cc1=O)NCC1CCCO1 (stereo not given) | 1.7 | 2.2 | 0.6 | -47.0 | 3.8 | 3.4 | -6.5 | -23.6 | -7.3 | 0.9 | 2.2
O=S(=O)(c1ccccc1)N1CCCC1c1cccs1 (stereo not given) | -1.4 | -0.9 | 0.0 | -19.7 | 2.0 | 2.7 | -4.2 | -33.6 | 9.5 | -2.6 | -6.5
O=C(O)CCCC(=O)N1CCN(c2nc(-c3ccccc3Cl)c3cc(Br)ccc3n2)CC1 | 2.1 | 5.5 | 0.3 | -2.4 | -1.1 | 10.2 | -6.0 | -30.5 | 9.8 | -0.1 | 1.8

(listing goes on)
SMILES | NR2E3 ag-1 | HTR2A ag | iPSC survival up | Shn3 inh set2 | TRPM1 prom inh | HIF-2a inh | CaV13 FRET inh | NR2E3 ag-2 | Peg3 promoter | Cardio protect | PDI turbidity
COC(=O)N/N=C\c1cc(Br)ccc1OCc1ccccc1 | -1.0 | -3.7 | 1.8 | -9.9 | 0.5 | -35.1 | -9.6 | -55.2 | -63.5 | -3.8 | 7.9
Cn1c(=O)oc2cc(S(=O)(=O)Nc3cccc(C(=O)O)c3)ccc21 | 2.1 | -0.3 | 5.1 | 0.6 | 4.1 | 15.1 | -5.8 | -4.0 | 11.3 | 3.0 | -6.4
Cn1c(-c2ccc(C(C)(C)C)cc2)n[nH]c1=S | -1.1 | 1.9 | -1.3 | -17.2 | -12.5 | -136.6 | · | -38.0 | -105.2 | -4.2 | -2.5
Cc1ccc(C)c(N(C(=O)Cn2nnc(-c3cccs3)n2)C(C(=O)NC2CC2)c2ccc(C)o2)c1 (stereo not given) | 1.7 | 2.3 | -0.7 | 19.1 | 8.0 | -56.9 | -8.7 | -30.3 | -10.6 | 4.5 | 2.8
Cn1ncc(Br)c1C(=O)NC(=S)N1CCN(c2ccccn2)CC1 | 2.3 | -0.1 | -1.2 | 7.6 | 4.2 | -0.3 | -3.7 | -9.6 | 12.1 | 5.3 | 2.8
CC1=C(C(=O)OC2CCCCC2)C(c2ccco2)n2ncnc2N1 (stereo not given) | 2.1 | -5.3 | 7.0 | -2.9 | -0.6 | 13.1 | -2.1 | 4.7 | 8.2 | 9.4 | ·
C/C(CC(=O)NCCc1ccccc1)=N\NC(=O)COc1ccc(Br)cc1 | 2.9 | -1.8 | -0.5 | -15.6 | 5.7 | 0.7 | -7.0 | -26.4 | 7.9 | 1.3 | -0.5
CCOC(=O)CSc1ccc(-c2nc3cc(C)c(C)cc3[nH]2)cn1 | 2.7 | 0.7 | -3.0 | -19.0 | -30.1 | -56.8 | -4.1 | -21.8 | -151.6 | -30.0 | -1.0
C=C[C@@]1(C)CC(=O)[C@]2(O)[C@@]3(C)[C@@H](O)CCC(C)(C)[C@@H]3[C@H](O)[C@H](OC(C)=O)[C@@]2(C)O1 | -0.8 | 7.0 | 10.2 | 23.3 | -8.4 | -43.8 | -4.1 | 34.7 | 14.4 | 70.7* | 1.4
Cc1cc(OCc2nc(-c3ccncc3)no2)cc(C)c1Cl | 5.7 | -0.9 | 1.2 | -6.6 | -4.4 | -37.6 | 5.9 | -20.0 | -8.4 | -1.6 | 2.8
C=CCNc1nc(N)c(C(=C(C#N)C#N)c2ccccc2)s1 | 7.7 | 5.3 | -1.7 | 13.2 | -0.3 | 7.4 | -4.6 | -5.4 | 19.4 | 6.7 | -3.8
CN(C)c1nc(Oc2ccc(/C=N/O)cc2)nc(N(C)C)n1 | 2.7 | -3.0 | 1.1 | 14.4 | 7.7 | 0.8 | -8.4 | -28.7 | 12.7 | -24.4 | -3.2
O=C(CN1C(=O)c2ccccc2C1=O)NCc1ccc(F)cc1 | 0.6 | -1.8 | -0.1 | 2.2 | -13.9 | 18.1 | -20.3 | -12.3 | 0.7 | -0.6 | -4.5
CN(C)c1ccc(C=NNc2nc3c([nH]2)c(=O)n(C)c(=O)n3C)cc1 | · | -8.1 | 1.9 | 7.9 | -22.0 | -2.4 | -10.6 | -11.7 | -13.7 | 31.4 | 5.4
COc1ccc(-c2nnnn2-c2ccccc2OC)cc1 | 1.9 | -2.1 | 1.2 | -18.1 | 8.5 | -9.2 | -3.4 | -0.1 | 26.9 | 9.4 | -5.3

Quoted from the listing.
Peg3 promoter result of CN(C)c1ccc(C=NNc2nc3c([nH]2)c(=O)n(C)c(=O)n3C)cc1 → -13.7
CaV13 FRET inh result of CCOC(=O)CSc1ccc(-c2nc3cc(C)c(C)cc3[nH]2)cn1 → -4.1

Outcome played no part in choosing rows. About 3.9% of those tested had a hit in this group.
